PAX8 reporter – inhibitors of PAX8 transcriptional activity in RMG-I cells; inhibition, % at 12.6 µM; AID 652154; hit rate 1.2% among 360,000; RMG-I TPO-luciferase reporter, SteadyGlo, 24 h;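 active means mean replicate inhibition at least 60% with every replicate also reaching 60%; inconclusive means only one of the two criteria is met; inactive means mean below 60% and not all replicates reaching 60%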;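 further: luciferase light reporting Pax8 driven TPO promoter activity; plate controls were median of neutral control wells for no effect and mitoxantrone controls for full effect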
ARNT TACC3 PPI – disrupts binding between human ARNT and TACC3; AlphaScreen His-ARNT PAS-B/GST-TACC3 binding, luminescence; TACC3 fragment carries E629A point mutation; inhibition, % at 9.99 µM; hit rate 0.66% among 390,000; AID 623870;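 active means mean inhibition of replicates at least 50% and at least half of replicates each reaching 50%; inconclusive means half or more replicates reach 50% but mean below 50%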;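 further: 0% = complete ARNT plus TACC3 wells and 100% = ARNT alone without TACC3; many hits fall short of the cut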
CFTR F508del cor – CFTR F508del correction in bronchial cells; CFBE cells, YFP halide quenching; stimulated with forskolin plus potentiator P3; % fluorescence drop versus neutral controls; activity (quench increase), % at 7.58 µM; hit rate 0.36% among 350,000; AID 720511;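 active means mean added fluorescence quench of at least 8% versus neutral control, with both replicates also reaching 8%; inconclusive means only one of the mean or replicate conditions met; inactive means mean below 8% and not both replicates reaching 8%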;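 further: cells transiently co-express mutant CFTR-F508del with the halide-sensitive YFP; corrector assay measuring rescue of mutant channel to the surface after 24 h compound exposure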
ERp5 inh – inhibitors of human ERp5; AID 651711; Q15084; hit rate 0.05% among 350,000; ERp5 insulin aggregation, absorbance 650 nm, 90 min; inhibition, % at 9.99 µM;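 active means mean replicate inhibition above about 25%, with every replicate also reaching it, limit read from the data, passing the limit was not always enough; inconclusive means only one of those two criteria met; inactive means neither criterion met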
Target sequence (Q15084 whole entry, looked up): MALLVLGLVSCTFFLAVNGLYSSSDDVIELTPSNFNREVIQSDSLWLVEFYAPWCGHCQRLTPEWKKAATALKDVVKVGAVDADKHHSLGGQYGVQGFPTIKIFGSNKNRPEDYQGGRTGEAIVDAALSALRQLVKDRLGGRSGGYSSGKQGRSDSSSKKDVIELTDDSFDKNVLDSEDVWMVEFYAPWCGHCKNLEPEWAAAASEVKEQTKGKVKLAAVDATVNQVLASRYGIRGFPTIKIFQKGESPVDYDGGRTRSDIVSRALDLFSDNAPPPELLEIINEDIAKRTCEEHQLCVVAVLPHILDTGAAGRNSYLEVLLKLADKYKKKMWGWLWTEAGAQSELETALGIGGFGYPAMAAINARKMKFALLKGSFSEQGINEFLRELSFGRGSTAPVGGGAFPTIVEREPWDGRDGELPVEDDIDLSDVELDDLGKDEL
XiGFP reactiv – X-chromosome reactivation activator; AID 743238; XiGFP mouse fibroblasts, % GFP-positive cells imaging, 3 d; cells co-treated with 5-aza-dC sensitizer; scaled so ellipticine positive control = 100%; hit rate 0.055% among 360,000; activation, % at 7.58 µM;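 active means mean normalized replicate activation at least 10% and every replicate at or above 10%; inconclusive means only one of the two criteria met; inactive means mean below 10% and not all replicates reach 10%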;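 further: 0% = median of on-plate neutral control wells and 100% = ellipticine 6 µM median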
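Material: XiGFP fibroblasts, SV40-immortalized; Buffer or medium: DMEM containing 5-aza-dC; Compound dosing: single point; Times: 3 days compound exposure.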
EWS-Fli block – blocks EWS/Fli oncoprotein-driven transcription; inhibition, % at 12.6 µM; A673 NR0B1-luciferase reporter, viability-normalised; hit rate 0.67% among 350,000;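 active means mean inhibition of at least 50% after viability correction, with every replicate also passing that limit; inconclusive means mean reaches 50% but only one of two replicates passes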;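 further: firefly luciferase signal divided by Alamar Blue viability fluorescence both relative to DMSO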
GSIS activator – primary screen for activators of insulin secretion dependent on glucose, INS-1E cells, GLuc reporter luminescence; hit rate 0.61% among 370,000; activation, % at 16.6 µM; INS-1E GLuc reporter insulin secretion, 2-3 h;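 active means lowest replicate activation of at least 40%, so every replicate reaches that level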;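 further: 0% = median of neutral control wells and 100% = median of IBMX positive control wells; some compounds called inactive have numbers as strong as hits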
DENV2 CPE rescue – inhibitors of DENV2 cytopathic effect; AID 651640; hit rate 1.7% among 350,000; CPE inhibition, % at 9.99 µM; DENV2-infected cells, cytopathic effect rescue, plate reader; in the data active means CPE inhibition above about 20%, passing the limit was not always enough; inconclusive means no clear call, values can overlap the other calls; tested in BHK-21 cells;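 further: 0% = median of neutral control wells and 100% = median of positive control wells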
Numbers without * were called inactive; ? = inconclusive; / = not tested or not shown. Rows were taken by chance; about 4.2% have a hit in one of these screens.

SMILES	PAX8 reporter	ARNT TACC3 PPI	CFTR F508del cor	ERp5 inh	XiGFP reactiv	EWS-Fli block	GSIS activator	DENV2 CPE rescue
CN1C[C@H]2[C@@H](c3ccccc31)[C@H](CO)N2Cc1ccccc1F	21	-28	-3.2	-1	0.2	-4	18	-6
CCNc1ccc(S(N)(=O)=O)cc1[N+](=O)[O-]	-3	-2	0.5	/	0.3	7	14	/
COc1ccc([N+](=O)[O-])cc1NC(=O)CCS(=O)(=O)c1ccc(Br)cc1	-17	1	-3.3	-8	0.0	-23	-11	-4
CO[C@@H]1CN(C)C(=O)c2cc(NC(C)=O)ccc2OC[C@H](C)N(Cc2cccnc2)C[C@@H]1C	7	-7	1.2	/	0.4	3	2	/
Cc1cc(S(=O)(=O)N2CCCC2)ccc1OCC(=O)NCc1ccccn1	8	/	2.7	2	0.0	2	-8	2
C=CCn1c(SCC(=O)NC2CCCCC2)nnc1-c1cccnc1	-2	-1	0.6	7	-0.1	3	15	17
COc1ccc(NC(=O)CC2SC(=N)N(c3ccccc3)C2=O)c(OC)c1 (stereo not drawn)	0	-2	-3.8	1	0.1	-3	0	/
CNC(=S)N1CCC(C(=O)c2ccc(Cl)cc2)CC1	21	/	1.5	4	0.1	11	-25	22*
Cc1ccc(S(=O)(=O)Nc2ccc(Nc3ccccc3)cc2)cc1	-2	2	-0.9	-2	-0.1	8	-12	-10
COc1ccc(S(=O)(=O)Nc2ccccc2C(=O)N2CCOCC2)cc1C	2	-43	1.7	4	0.0	-5	13	-4
Cc1cc(NC(=S)NC(=O)C2CC2)ccc1Br	-48	-1	/	/	-0.1	/	-16	/
CCOc1cc(C(=O)Nc2ccccc2F)cc(Br)c1OCC	-2	-5	2.3	-5	0.0	4	-5	11
Cc1cccc(C(=O)Nc2nnc(SCC(=O)NC3CC3)s2)c1	-43	-4	0.6	8	0.2	-46	20	-1
O=C1C(O)=C(O)C(=O)c2ccccc21	/	/	1.2	5	/	8	/	?
Cc1ccc(C)c2nc3sc(C(=O)O)cc3cc12	4	/	-1.1	2	0.2	9	-1	-2
O=C(Cc1ccccc1)NNC(=S)NC(=O)c1cccnc1	-8	31	2.2	1	0.0	7	0	1
CC(=O)N1[C@@H]2c3ccc(-c4ccncc4)c(=O)n3C[C@@H]2[C@@H](CO)[C@@H]1C(=O)NCc1ccccc1Cl	/	5	-2.1	-2	0.7	3	15	3
NS(=O)(=O)c1cccc(NC(=O)COC(=O)CSCc2ccccc2)c1	-7	/	6.0	5	0.0	3	-11	0
Cc1noc(C)c1S(=O)(=O)Nc1cccc2c1O[C@@H](CN(C)Cc1ccc(C(=O)O)cc1)[C@@H](C)CN([C@@H](C)CO)C2=O	/	-6	-0.8	9	0.3	-8	11	-9
COc1ccccc1C(=O)NC(=O)COC(=O)c1ccc([N+](=O)[O-])cc1Cl	/	-7	-1.7	1	0.2	8	5	-5
COc1ccc(CN(C)C[C@@H]2OCCCC[C@H](C)Oc3ccc(NS(=O)(=O)c4ccccc4)cc3C(=O)N([C@@H](C)CO)C[C@@H]2C)cc1	-3	-2	0.6	-4	0.1	9	-14	?
COC(=O)CC1N(S(=O)(=O)c2ccc(C)cc2)c2ccccc2C1(C(=O)OC)C(=O)OC (stereo not drawn)	16	/	1.2	0	-0.1	-11	-14	2
COC(=O)CC/C(=N/Nc1ccc(Cl)c(Cl)c1)C(=O)OC	-12	1	-1.8	-1	-0.1	3	0	14
CCN1CCN(S(=O)(=O)c2ccc(Cl)c(C(=O)Nc3ccccc3N3CCCCC3)c2)CC1	20	-1	1.2	2	0.0	22	-23	-1
Cc1noc(C)c1NC(=O)Nc1cccc2c1O[C@H](CN(C)Cc1ccc(-c3ccccc3)cc1)[C@H](C)CN([C@@H](C)CO)C2=O	26	-6	-3.1	1	0.0	7	-20	?
CSc1ccc(Cl)c(C(=O)Nc2ccc(C)cn2)c1	16	-3	7.9	5	0.0	18	17	10
Cc1ccc(CC(=O)NNC(=O)c2ccncc2)cc1C	1	1	-2.5	-1	0.0	-3	34	12
CS(=O)(=O)c1nc(-c2ccc(Br)cc2)n[nH]1	19	-15	2.6	2	0.0	5	-7	-3
Cc1cc(C)nc(NS(=O)(=O)c2ccc(NC(=O)C3CC3)cc2)n1	1	/	0.6	5	0.1	0	-15	-3
O=C(Cc1cccnc1)N[C@@H]1CC[C@@H](CCn2cc(-c3ccccc3F)nn2)O[C@H]1CO	-3	9	1.5	-1	0.0	5	2	9

Pulled by structure from the list above (2):
SMILES	PAX8 reporter	ARNT TACC3 PPI	CFTR F508del cor	ERp5 inh	XiGFP reactiv	EWS-Fli block	GSIS activator	DENV2 CPE rescue
Cc1ccc(S(=O)(=O)Nc2ccc(Nc3ccccc3)cc2)cc1	-2	2	-0.9	-2	-0.1	8	-12	-10
COC(=O)CC/C(=N/Nc1ccc(Cl)c(Cl)c1)C(=O)OC	-12	1	-1.8	-1	-0.1	3	0	14

Further entries follow.
SMILES	PAX8 reporter	ARNT TACC3 PPI	CFTR F508del cor	ERp5 inh	XiGFP reactiv	EWS-Fli block	GSIS activator	DENV2 CPE rescue
CC(C)(C)S(=O)N1Cc2cn(Cc3ccccc3)c(=O)cc2[C@@H]1CCO (stereo partly drawn)	4	-2	-1.1	3	0.1	-4	5	8
C[C@@H]1CN([C@H](C)CO)S(=O)(=O)c2ccc(C#CC3(O)CCCC3)cc2O[C@H]1CN(C)C(=O)Cc1cccnc1	2	-14	/	-5	-0.6	-11	-6	-5
CC(C)(CO)NC(=S)NCc1ccco1	24	-9	0.1	0	2.0	-1	-3	8
CCC1CCCCN1S(=O)(=O)c1ccc(NC(=O)C2CCN(C(=O)c3ccco3)CC2)cc1 (stereo not drawn)	64*	2	1.2	-1	0.0	4	-13	12
O=S(=O)(NCCC1=CCCCC1)c1ccccc1Cl	-15	1	1.0	-1	0.0	-16	-11	-3
O=C(C[C@@H]1C[C@H]2c3cc(NC(=O)NC4CCCC4)ccc3O[C@H]2[C@H](CO)O1)NCCN1CCCCC1	-17	6	3.9	5	0.1	-3	-3	10
O=C(CCN1C(=O)/C(=C/c2ccc(Cl)cc2)SC1=S)Nc1ccc(C(=O)O)cc1	2	-5	-2.2	1	0.0	-5	9	5
O=C(Nc1cccc2ccccc12)c1csc([C@@H]2O[C@H](CO)[C@H](O)[C@H](O)[C@H]2O)n1	-8	/	-0.4	1	-0.1	30	5	-2
Oc1ccc(/C=N/NC(=S)NCCN2CCOCC2)c(O)c1	-11	60*	4.0	1	0.1	-1	-2	3
O=C(Nc1nnc(-c2ccc(F)cc2)o1)c1ccco1	-16	42*	-1.4	-2	0.0	-6	4	-6
COc1ccc(/C=C2/SC(=O)N(CCNC(=O)C3CCCN3C(=O)c3cccs3)C2=O)cc1 (stereo not drawn)	-22	-2	/	4	0.0	-19	-36	-4
O=[N+]([O-])c1ccccc1/C=N/Nc1nc(N2CCCC2)nc(N2CCCC2)n1	22	1	-2.8	0	0.0	10	8	7
CCCC(NC(=O)Cc1c(C)c2cc3c(C)c(C)oc3c(C)c2oc1=O)C(=O)N[C@@H](Cc1ccccc1)C(=O)O (stereo partly drawn)	/	-2	0.6	4	/	4	/	49*
COc1ccc(CN2C(=O)COc3ccccc3C2c2nc3ccccc3[nH]2)cc1 (stereo not drawn)	-20	/	-2.7	7	0.0	-1	-17	-10
C[C@H](CO)N1C[C@H](C)[C@H](CN(C)S(C)(=O)=O)Oc2c(NC(=O)C3CC3)cccc2C1=O	-12	-5	1.8	4	0.1	-1	6	-6
Cc1ccc(C)c(N(C(=O)c2csnn2)C(C(=O)NC2CCCCC2)c2ccncc2)c1 (stereo not drawn)	14	-1	2.1	-3	0.0	10	3	-1
Cc1ccc(-c2sc(C(=O)NN)c(C)c2C#N)cc1	5	6	-33	1	0.0	11	-2	0
Cc1ccc(C)c(SCC(=O)NCC(c2ccco2)N2CCCCC2)c1 (stereo not drawn)	8	0	-4.1	7	0.0	4	-1	-5
O=[N+]([O-])c1cccc(N=Cc2sc3ccccc3c2O)c1	-8	/	-5.2	-4	0.2	-38	9	-1
CCS(=O)(=O)Nc1ccccc1C(N)=O	3	-6	3.0	10	-0.1	-16	1	-5
COc1cccc(C(C)(O)c2nc(-c3ccc4c(c3)OCO4)cs2)c1 (stereo not drawn)	20	/	-3.1	3	0.0	2	-39	2
Cc1cccc(NC2=C(Cl)C(=O)OC2OC(C)C)c1 (stereo not drawn)	-9	3	-3.2	2	0.1	8	13	2
O=C(N[C@H]1CC[C@H](CCNS(=O)(=O)c2cccc(Cl)c2)O[C@@H]1CO)c1ccccc1	5	-2	-2.2	-2	0.0	-6	8	6
O=C(c1cccnc1)N1CCN(C(=O)c2cccc(Cl)c2)CC1	7	-13	-0.2	2	0.3	-2	6	2
CC1(Oc2cccc(C#N)c2)CCN(Cc2ccccc2OC(F)F)C1 (stereo not drawn)	-9	/	2.7	-4	0.0	-1	0	?
Cc1ccc(C(=O)NC2CCCc3c2cnn3-c2ccc(F)cc2F)cn1 (stereo not drawn)	/	1	1.0	-4	0.0	32	-26	7
C[C@H]1CN([C@@H](C)CO)C(=O)Cc2cc(NC(=O)c3ccncc3)ccc2O[C@H]1CN(C)S(=O)(=O)c1ccc(F)cc1	-19	-11	-2.9	-3	0.0	1	17	-4
Cc1nnc(SCC(=O)N2CCN(S(=O)(=O)c3ccccc3)CC2)s1	-63	-1	-3.0	-3	0.2	-14	7	14
Cc1ccc(C(=O)COC(=O)C(C)N2C(=O)C3C4CCC(C4)C3C2=O)cc1 (stereo not drawn)	-14	/	-0.4	1	-0.1	3	-5	-8
O=C(NCc1ccccn1)C(=O)NCC1OCCCN1S(=O)(=O)c1cc(F)ccc1F (stereo not drawn)	37	13	-0.9	5	0.0	/	-13	3
CC1CC(C)(C)NC(=S)N1CCCC(=O)Nc1ccc(Br)cc1 (stereo not drawn)	7	6	2.2	2	0.1	15	-13	-1
Cc1c(C(N)=O)sc2ncn(CC(=O)N(C)C3CCCCC3)c(=O)c12	9	-16	0.6	2	0.1	3	30	3
CC1(C(=O)NCC2CCOCC2)Cc2c(-c3cccc(C(F)(F)F)c3)ccnc2O1 (stereo not drawn)	22	/	1.4	2	0.5	52*	/	2
O=C(C[C@H]1C[C@@H]2c3cc(NC(=O)Nc4ccc(F)cc4)ccc3O[C@@H]2[C@H](CO)O1)NC1CCCC1	-7	-2	-2.4	-4	0.1	-2	7	0
CNC[C@@H]1Oc2c(NS(=O)(=O)c3ccc(C)cc3)cccc2C(=O)N([C@@H](C)CO)C[C@@H]1C	-4	-8	-1.7	-4	-1.2	-5	20	3
CCCC(C)C(=O)OCC(=O)Nc1c(Br)cc(C)cc1Br (stereo not drawn)	18	-7	1.7	-3	0.1	3	-25	4
Nn1c(SCC(=O)NCCc2ccc(S(N)(=O)=O)cc2)nnc1C1CCCCC1	5	-2	-2.6	4	-0.2	-6	-15	7
O=c1[nH]c2ccccc2c(O)c1-c1ccccc1[N+](=O)[O-]	-2	-6	-1.0	11	0.0	1	20	17
CCCNC(=O)N1[C@H](C#N)[C@H](c2ccccc2-c2ccc(OC)cc2)[C@@H]1CO	3	/	0.7	2	0.0	11	-6	-4
C=CC[C@@H](CC(=O)OC(C)(C)C)C(=O)OC[C@@H]1CCCN1C(=O)[C@@H](CC=C)CC(=O)N[C@@H](CO)Cc1ccccc1	10	-2	-1.6	2	0.1	-9	-54	-8

Source: PubChem
